# Assay outcomes (PubChem BioAssay)
# Runt-SMMHC FRET: blocks binding of human RUNX1 Runt domain to CBFb-SMMHC; Q01196+Q13951; Cerulean-Runt/Venus-CBFb-SMMHC FRET ratio 530/480, 1 h; inhibition, % at 20 µM; 220,000 tested, 0.74% active; AID 1434;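 active = mean inhibition across duplicate retests at 20 µM reaching about 50%, limit read from the data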;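 note: 0% = DMSO wells and 100% = wells with excess untagged CBFb-SMMHC; inhibitors lower the FRET ratio by blocking Runt binding to CBFb-SMMHC; some results filed as inactive read as strong as hits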
# NCF1 inh: inhibitors of human p47phox binding; inhibition, % at 24.7 µM; AID 1274; 220,000 tested, 0.53% active; p47phox/p22phox peptide binding, fluorescence polarization, 2 h;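 active = inhibition above about 30%, limit read from the data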;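 note: 0% = p47phox with labelled peptide and 100% = labelled peptide alone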
# Runt-CBFb FRET: blocks binding of human RUNX1 Runt domain to CBFb; Q01196+Q13951; Cerulean-Runt/Venus-CBFb FRET ratio 530/480, 1 h; AID 1496; inhibition, % at 20 µM; 220,000 tested, 0.46% active;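 active = inhibition over about 50% at 20 µM in the single-dose screen, limit read from the data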;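 note: 0% = DMSO wells and 100% = excess unlabeled CBFb competitor control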
#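 Assay system: Cerulean-tagged RUNX1 Runt domain (FRET donor) fusion protein / Amount: 100 nM each of Venus-CBFb and Cerulean-Runt domain / Medium: Tris buffer pH 7.5 with salts and BSA / Also added: Venus-CBFb 100 nM / Schedule: 1 h complex formation plus 1 h compound treatment, room temperature / Signal: FRET fluorescence / Read-out: loss of energy transfer signal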
# Calpain2 inh: inhibitors of pig calpain II | purified calpain II, fluorogenic peptide substrate, 30 min | inhibition, % at 16 µM | 220,000 tested, 0.37% active;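 active = inhibition above about 50%, limit read from the data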
# p97 inhibitor: blocks human p97 ATPase activity; P55072; recombinant p97 ATPase, Kinase-Glo ATP luminescence, 3 h; inhibition, % at 8 µM; 220,000 tested, 0.42% active; AID 1481; in the data active = inhibition above about 15%;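 note: 0% = DMSO vehicle and 100% = wells lacking enzyme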
# Target sequence (P55072 whole entry, looked up): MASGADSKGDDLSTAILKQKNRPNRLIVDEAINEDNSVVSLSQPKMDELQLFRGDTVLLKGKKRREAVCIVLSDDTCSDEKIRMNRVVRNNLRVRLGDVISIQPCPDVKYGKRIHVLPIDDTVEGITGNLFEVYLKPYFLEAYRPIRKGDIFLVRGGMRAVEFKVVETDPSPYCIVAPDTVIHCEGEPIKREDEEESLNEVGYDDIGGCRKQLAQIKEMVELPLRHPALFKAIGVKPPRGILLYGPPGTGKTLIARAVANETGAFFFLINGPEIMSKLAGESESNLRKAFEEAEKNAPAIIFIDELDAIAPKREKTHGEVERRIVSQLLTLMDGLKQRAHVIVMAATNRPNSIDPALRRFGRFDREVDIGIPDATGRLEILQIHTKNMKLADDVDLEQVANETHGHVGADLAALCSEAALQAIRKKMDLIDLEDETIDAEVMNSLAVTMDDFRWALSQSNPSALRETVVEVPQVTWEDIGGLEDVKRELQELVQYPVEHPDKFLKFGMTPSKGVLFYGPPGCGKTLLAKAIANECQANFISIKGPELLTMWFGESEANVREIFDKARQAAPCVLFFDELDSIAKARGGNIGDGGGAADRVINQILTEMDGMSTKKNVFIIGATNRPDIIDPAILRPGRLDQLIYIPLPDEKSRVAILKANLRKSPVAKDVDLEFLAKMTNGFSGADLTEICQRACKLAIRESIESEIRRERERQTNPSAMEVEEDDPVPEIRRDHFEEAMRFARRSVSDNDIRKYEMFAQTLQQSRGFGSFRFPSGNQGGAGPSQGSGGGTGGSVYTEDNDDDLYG
# Furin inhibitor: inhibitors of human furin. inhibition, % at 30 µM. P09958. purified furin, fluorogenic substrate cleavage. 220,000 tested, 0.061% active; in the data active = inhibition above about 25%; note: inactives centre near -15
# EBV gp42 block: inhibitors of Epstein-Barr virus glycoprotein 42 | Q1HVG2 | Fluorescence polarization binding assay, mP read-out | inhibition, % (tested at 21.74 µM) | 220,000 tested, 0.42% active | AID 1085; in the data active = inhibition above about 50%
# RBBP9 inh: inhibitors of human serine hydrolase RBBP9; recombinant RBBP9, FP-Rh probe fluorescence polarization; 220,000 tested, 0.2% active; inhibition, % at 7.94 µM;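 active = inhibition above the campaign mean of all tested compounds plus 3 SD, cut at about 14% in these data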;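 note: plate controls were DMSO wells with RBBP9 for no effect and wells lacking RBBP9 protein for full effect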
# Target sequence (O75884 whole entry, looked up): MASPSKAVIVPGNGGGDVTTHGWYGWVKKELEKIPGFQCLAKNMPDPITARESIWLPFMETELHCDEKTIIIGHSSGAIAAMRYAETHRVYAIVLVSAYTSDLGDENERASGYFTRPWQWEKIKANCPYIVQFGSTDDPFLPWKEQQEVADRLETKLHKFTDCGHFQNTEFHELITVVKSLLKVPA
#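 Test system: recombinant human RBBP9. Quantity: 2.5 µM RBBP9 dispensing solution, before mixing. Detection: FP readout at 525/598 nm. Reagent: Serine-hydrolase probe FP-Rh, 375 nM pre-mixing. Measure: % inhibition. Control set: DMSO-treated enzyme wells and wells lacking RBBP9. Buffer or medium: Tris-NaCl-Pluronic buffer, pH 8.0. Times: preincubation 30 min plus labeling 45 min at 25 °C.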
# Tb hexokinase: T. brucei hexokinase 1 inhibition; 220,000 tested, 0.11% active; inhibition, % at 10 µM; recombinant TbHK1, G6PDH-coupled NADH A340;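 active = inhibition of 50% or more in the single-dose primary screen; inactive = inhibition below 50%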
# Active calls of the source: *; · = not tested or not shown; [ ] = dose if it differs, or a comment.
SMILES,Runt-SMMHC FRET,NCF1 inh,Runt-CBFb FRET,Calpain2 inh,p97 inhibitor,Furin inhibitor,EBV gp42 block,RBBP9 inh,Tb hexokinase
Cc1cc(C)c(C)c(OC(=O)c2sc(Cl)nc2C)c1,-4.7,-1.7,-1.4,0.8,-0.6,-14.0,-2.5,-0.2,-6.9
CCn1c(CCNC(=O)c2ccc(Cl)cc2)nnc1SCC(=O)NC1CCCC1,-4.4,-11.3,5.3,-6.8,0.9,-26.8[20 µM],-25.8,0.0,1.9
CCOC(=O)CSc1n[nH]c(=S)s1,12.5,-0.6,27.1,7.2,14.5*,-16.5,-16.2,-6.2,-7.0
O=C(Oc1c(CN2CCOCC2)cc(Cl)c2cccnc12)c1ccccc1Br,1.9,3.2,0.0,-4.0,-0.7,-10.7,-3.4,4.5,-14.1
CCOC(=O)C(NCCc1ccccc1)(NC(=O)CC)C(F)(F)F (centres undefined),1.4,-4.8,-3.7,-8.5,2.3,-20.3,-22.1,-2.5,-0.4
O=C(Nc1cc(=O)c2ccccc2o1)N1CCOCC1,-1.1,-19.1,0.3,-120.8,2.8,-27.8,-15.5,-2.7,-38.5
Cn1ccc(C(=O)Oc2ccc(C(=O)Nc3ccc(F)cc3F)cc2)n1,-6.0,2.6,-1.1,19.6,5.6,-29.0,-16.0,-5.0,-2.4
Cc1cc(C)cc(C(=O)NC(CC(N)=O)c2ccc(NC3CCCCCC3)c([N+](=O)[O-])c2)c1 (centres undefined),0.0,-7.5,-2.7,-23.0,·,-31.4,-20.2,·,-13.3
O=S(=O)(c1ccccc1)N1CCN(C2CCCCCCC2)CC1,-2.8,-31.6,-1.0,11.5,-7.8,-7.1[20 µM],-10.8,-1.4,8.0
CCn1cc(C(=O)NCc2ccccn2)c(=O)c2cc(S(=O)(=O)N3CCCCC3)ccc21,-3.4,18.5,3.1,11.3,-0.3,-20.9,110.7*,-1.1,-12.4
O=C(NCCOCC(F)(F)C(F)F)c1cc(F)c(F)cc1Cl,0.7,-2.4,-1.0,7.4,-5.2,-7.0[20 µM],-9.0,-5.4,-6.9
CC(C)NC(=O)NC(=O)CSc1nncn1C,-2.6,-15.9,2.8,10.3,3.1,-27.5[20 µM],-3.4,0.3,3.9
COc1ccc(S(=O)(=O)Nc2cc(C)c(O)c(S(=O)(=O)c3ccccc3)c2)cc1,5.8,-10.7,12.1,19.9,2.7,-9.0,-13.1,-6.6,-0.6
CCN1C(=O)C(CC(=O)Nc2ccc(OC)cc2)N(CCCN2CCN(c3ccc(OC)cc3)CC2)C1=S (centres undefined),1.2,-5.2,-0.4,-32.4,3.8,3.9,2.4,-5.5,-2.8
CCCCN(CC)CCCNC(=S)Nc1ccc2nc3n(c(=O)c2c1)CCCCC3,1.2,-7.3,2.4,64.8*,2.4,-29.9,-11.2,2.2,-1.9
O=[N+]([O-])c1ccccc1Oc1cnc2ccccc2n1,-3.6,0.5,-8.5,-15.4,3.1,-20.8,-16.2,-6.4,-10.9
C/C(N)=C(/C#N)C(=O)CSc1cc(C)c2cc(C)cc(C)c2n1,-0.9,-38.7,-2.1,-2.4,0.9,-23.6,-23.3,-7.5,-4.8
CC(=O)[C@@H]1[C@@H]2C(=O)N(c3ccccc3F)C(=O)[C@@H]2[C@H]2c3ccccc3C=NN12,-0.9,0.0,2.0,-14.4,5.6,-6.2,-0.3,-6.2,-9.8
COc1ccc(C(=O)C2CCCN(Cc3ccc4nonc4c3)C2)c(OC)c1 (centres undefined),-6.5,-4.4,0.9,13.1,2.3,-29.0,-11.6,-3.9,-6.3
O=C(Cc1ccc(NS(=O)(=O)c2ccc(F)cc2)cc1)NCc1ccccc1,1.1,-4.1,0.3,24.1,1.2,-14.6[20 µM],-7.5,-4.9,-0.4
CN(C)c1ccc(CNc2ncn[nH]2)cc1,0.7,-8.2,6.9,-9.8,-4.1,-18.7,-2.3,3.9,6.4
COc1ccc(C(C)=O)cc1COC(=O)c1cnc(Cl)c(Cl)c1,-0.2,-7.4,-2.2,26.2,0.1,-12.8,-9.2,-1.3,4.2
CC(C)(C)c1cc(CN2CCCCC2)cc(C(C)(C)C)c1O,-1.7,-0.7,1.0,-36.7,2.2,-8.4[20 µM],0.1,-0.4,-10.6
COC(=O)C1=C(C)N(Cc2ccccc2)C(=O)/C1=C\c1ccco1,-4.8,-13.0,-3.2,4.4,-1.7,-9.7,-5.5,-4.0,-0.8
O=C(COC(=O)c1n[nH]c2ccccc12)Nc1ccc(Cl)cc1[N+](=O)[O-],-1.5,-0.8,-0.3,23.4,7.0,-23.2,13.8,2.8,1.6
# More entries follow.
SMILES,Runt-SMMHC FRET,NCF1 inh,Runt-CBFb FRET,Calpain2 inh,p97 inhibitor,Furin inhibitor,EBV gp42 block,RBBP9 inh,Tb hexokinase
Cc1nnc(SCCn2c(N3CCCC(C)C3)nc3c2c(=O)n(C)c(=O)n3C)s1 (centres undefined),-2.7,-13.8,0.0,3.5,0.2,-24.6,-3.6,-6.8,-3.5
O=C(NCc1ccccn1)c1cc2n(n1)C(C(F)(F)F)CC(c1ccco1)N2 (centres undefined),-11.3,-10.0,-0.2,8.6,2.5,-10.5[20 µM],-19.2,7.2,-1.0
CCN(CC)P(=O)(Nc1ccc(C)cc1Br)c1ccc(N(C)C)cc1NC(=O)c1ccco1 (centres undefined),0.2,-33.7,0.3,-54.1,4.5,-13.6,-13.9,-2.2,-7.6
O=C(NC(=S)Nc1cc(Cl)ccc1O)c1cccc(Br)c1,-6.9,-31.8,7.2,14.3,13.2,-9.4,-11.8,-10.7,-14.3
Nc1nnc(CCC2CCCCC2)s1,0.3,4.2,-0.2,-3.9,0.6,-23.9[20 µM],-12.0,-7.2,6.9
O=C(N/N=C/c1cccc([N+](=O)[O-])c1)C1CC(=O)N(c2ccc(Br)cc2)C1 (centres undefined),-0.1,0.5,-0.2,-14.9,-2.2,-14.8,11.6,0.6,-8.7
Cc1cc(CNC(=O)CC2C(=O)NCCN2CC(c2ccccc2)c2ccccc2)on1 (centres undefined),-5.5,15.1,-3.0,3.6,-2.4,-10.4,9.9,-6.5,-2.3
CC1=NC(=O)C(N=Nc2ccccc2C)N1c1ccccc1 (centres undefined),·,·,·,·,4.8,-14.2[20 µM],·,10.4,5.6
CCS(=O)c1scc(-c2ccc(Cl)cc2)c1C#N (centres undefined),0.2,-5.1,-0.3,12.4,-1.9,-26.8,-6.1,2.9,8.1
CCCCCCCOc1ccc(OC(=O)c2cccnc2)cc1,-2.6,2.3,-2.6,-29.8,-3.1,-8.9[20 µM],-18.0,4.9,-8.8
CCOC(=O)c1c(C)oc2c1c(C(c1cccnc1)N1CCCCC1)c(O)c1ccccc12 (centres undefined),-5.7,-6.1,10.3,-17.5,1.6,-19.6[20 µM],9.5,-0.3,7.5
c1csc(CSc2nc3ccccc3s2)c1,1.6,-17.0,1.6,-23.3,2.9,-11.3,-11.8,6.4,3.7
CC(C)(C)c1ccc(C(=O)NNC(=O)c2cccc(Br)c2)cc1,1.4,-8.1,0.1,36.0,10.2,-7.6[20 µM],-7.8,4.2,-0.5
Cn1nc(NC(=O)CC(C)(C)CC(=O)O)c2ccccc21,-4.6,1.7,0.2,-10.7,5.5,-7.3,-4.7,6.8,-5.6
CN1CCN(C2=C(Cl)C(=O)N(c3cccc(Cl)c3)C2=O)CC1,5.6,-15.9,7.1,-31.5,5.5,-12.5[20 µM],6.3,-11.3,-0.1
CCC(=O)Nc1cccc(-c2cc3ccccc3oc2=O)c1,-1.0,12.0,0.5,28.5,3.5,-8.5,7.2,-7.8,-25.0
CCNC(=O)CP(=O)(c1ccccc1)c1ccccc1,12.4,9.9,5.4,10.6,3.4,-18.2,10.8,-2.9,-1.1
NC(=O)c1nsc(C(=O)N(CC(=O)NCc2ccc3c(c2)OCO3)C2CCCC2)c1N,-2.4,-7.9,-1.8,-85.7,2.2,1.6,-10.3,-0.3,-12.5
O=C(c1cc(F)c(F)cc1Cl)N1CCCCC1,-3.5,-11.4,2.4,-4.7,5.5,-26.8,-8.0,2.5,2.2
Cc1cc(Cc2cc(C)c(N)cc2C)c(C)cc1N,-6.0,-10.0,2.9,-5.7,3.7,-16.5,-0.2,5.4,-5.2
O=C(/C(=C/c1ccc(Cl)cc1)c1nc2ccccc2[nH]1)c1cccs1,-7.6,-14.3,22.5,-14.6,5.3,-3.1[20 µM],-17.8,-14.2,-30.0
CCOc1ccc(NC(=O)CC2C(=O)N(c3cccc(OC)c3)C(=O)N2C(C)C)cc1 (centres undefined),-4.4,7.2,0.8,4.9,5.5,-8.1,-2.8,-1.1,-6.6
CC(=O)c1cc2c(cc1NS(=O)(=O)c1ccc(C)cc1)OCO2,0.7,-6.4,1.5,-25.9,4.6,-0.7[20 µM],-19.9,-2.6,-8.4
Cc1ccc(S(=O)(=O)NC2=NCN(CCOC(=O)c3ccc([N+](=O)[O-])cc3)CN2)cc1,-6.3,-2.1,-1.0,15.8,3.3,-18.5[20 µM],13.5,-4.2,-3.1
Cc1ccc(NC(=O)Cn2ccc([N+](=O)[O-])n2)cc1C,-1.3,-0.9,-0.3,-21.2,3.9,-19.7,2.7,1.6,-5.0

# Some of these compounds in order of their number in p97 inhibitor, lowest first.
SMILES,Runt-SMMHC FRET,NCF1 inh,Runt-CBFb FRET,Calpain2 inh,p97 inhibitor,Furin inhibitor,EBV gp42 block,RBBP9 inh,Tb hexokinase
Cc1cc(CNC(=O)CC2C(=O)NCCN2CC(c2ccccc2)c2ccccc2)on1 (centres undefined),-5.5,15.1,-3.0,3.6,-2.4,-10.4,9.9,-6.5,-2.3
Nc1nnc(CCC2CCCCC2)s1,0.3,4.2,-0.2,-3.9,0.6,-23.9[20 µM],-12.0,-7.2,6.9
c1csc(CSc2nc3ccccc3s2)c1,1.6,-17.0,1.6,-23.3,2.9,-11.3,-11.8,6.4,3.7
CC1=NC(=O)C(N=Nc2ccccc2C)N1c1ccccc1 (centres undefined),·,·,·,·,4.8,-14.2[20 µM],·,10.4,5.6
O=C(c1cc(F)c(F)cc1Cl)N1CCCCC1,-3.5,-11.4,2.4,-4.7,5.5,-26.8,-8.0,2.5,2.2

# Additional entries follow:
SMILES,Runt-SMMHC FRET,NCF1 inh,Runt-CBFb FRET,Calpain2 inh,p97 inhibitor,Furin inhibitor,EBV gp42 block,RBBP9 inh,Tb hexokinase
COc1cccc(C2C(C#N)=C(N)Oc3cc(C)n(Cc4ccccn4)c(=O)c32)c1OC (centres undefined),-1.5,-16.4,2.0,-19.4,1.7,-25.1,-10.5,-3.4,1.7
CCOc1ccc(N2C(=O)/C(=C/c3ccccc3)N=C2SC)cc1,-1.1,0.6,2.3,-46.9,5.6,-36.9,-18.1,-6.5,-10.8
CC(=O)c1c(C)[nH]c(C(=O)NCc2ccc(C)cc2)c1C,-2.3,-6.6,-2.5,-24.9,6.3,-11.1[20 µM],-8.6,-3.2,-7.5
CCCCc1nc2sc3c(=O)[nH]cnc3c2c2c1CCCC2,2.7,-12.7,-4.8,-5.4,-0.1,-6.8,-7.8,-6.7,-13.1
COc1ccc(/C(O)=C2/C(=O)C(=O)N(Cc3cccnc3)C2c2ccccn2)cc1 (centres undefined),-1.7,-2.9,-0.3,9.6,2.4,-3.4,-19.4,-12.0,-45.4
COC(=O)c1ccc(S(=O)(=O)N2CCCN(Cc3ccccc3)CC2)n1C,1.0,-10.3,-1.8,26.5,-2.2,-16.5,-7.3,-5.3,2.7
